Shiga toxin inh = blocks Shiga toxin action in Vero cells | hit rate 9.2% among 290,000 | inhibition, % at 38.7 µM | AID 2315 | Vero cells, Shiga toxin protein synthesis inhibition reporter; in the data active means inhibition mostly above about 28%, no sharp cut-off; inactive means mostly below about 43%; further: 0% is about no effect
Pf growth 48h = inhibits P. falciparum growth in the first generation, 48 h. P. falciparum luciferase growth in erythrocytes, 48 h. Potency, µM (top dose mostly 28.7 µM), without a hit: at the highest dose activity change, negative = inhibition, most hits filed as inhibitors. hit rate 5.9% among 310,000. AID 504832; further: potency means the concentration at half of the fitted maximal effect; on the % scale 0 is the no-effect control and ±100 the full control effect
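Compounds are pin-transferred into medium, infected erythrocytes (2% hematocrit, 0.1% parasitemia final) are added, and plates sit one parasite generation at 37 C in 5% CO2. Detection reagent is then added and luminescence measured.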
FBPA Giardia inh = Giardia lamblia aldolase inhibition | A8B2U2 | purified Giardia FBPA | Potency, µM (highest dose often 59.6 µM), for inactives: top-dose activity, negative = inhibition, usual class: inhibitors | hit rate 0.71% among 290,000 | AID 2451; further: potency means the concentration at half of the fitted maximal effect; on the % scale 0 is the no-effect control and ±100 the full control effect; nearly all actives have a fitted effect of over 55% in size
Target sequence (A8B2U2 whole entry, looked up): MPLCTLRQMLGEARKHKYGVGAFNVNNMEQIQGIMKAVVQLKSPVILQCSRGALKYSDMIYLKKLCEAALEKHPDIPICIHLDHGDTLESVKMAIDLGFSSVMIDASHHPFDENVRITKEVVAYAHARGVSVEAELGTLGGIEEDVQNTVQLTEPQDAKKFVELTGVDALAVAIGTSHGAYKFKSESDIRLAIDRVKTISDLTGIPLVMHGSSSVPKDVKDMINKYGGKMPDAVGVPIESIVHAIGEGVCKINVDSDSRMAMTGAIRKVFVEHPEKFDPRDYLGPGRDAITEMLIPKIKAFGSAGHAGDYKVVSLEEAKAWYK
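40 nM FBPA preincubated 10 min at RT with compound (up to 57.5 uM final), then substrate plus GAPDH/TPI/NAD/arsenate coupling and diaphorase/resazurin added. Fluorescence read after 20 min at RT, 525/598 nm.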
HCV inh = inhibitors of hepatitis C virus infection; Huh7.5.1 HCVcc-Cre infection, luciferase reporter, 44 h; Potency, µM (doses to about 41.8 µM), for the others: at the top dose activity change, negative = inhibition, actives largely listed as inhibitors; hit rate 3.4% among 340,000; AID 651820; further: potency means the concentration at half of the fitted maximal effect; on the % scale 0 is the no-effect control and ±100 the full control effect
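Whole-lifecycle infectious HCVcc-Cre system; cells 1,000/well, compound then virus (~0.5 moi) added 4 h after plating, 44 h culture. Luciferase read 15 sec following 15 min substrate incubation, room temp.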
Pf growth 96h = P. falciparum growth inhibition at 96 hours | P. falciparum luciferase reporter growth, 96 h | Potency, µM (doses to about 28.7 µM), for inactives: top-dose activity change, negative = inhibition, actives largely listed as inhibitors | AID 504834 | hit rate 6.9% among 320,000; further: potency means the concentration at half of the fitted maximal effect; on the % scale 0 is the no-effect control and ±100 the full control effect
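Plates of compound plus infected erythrocytes (2% hematocrit, 0.05% parasitemia final) incubate 96 hours, 37 C, 5% CO2. Detection reagent added; reduced luminescence from the parasites' luciferase reporter flags inhibition.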
Cycloheximide cs = counter-screen for Shiga toxin inhibitors: cycloheximide protein synthesis inhibition | cell reporter, cycloheximide protein synthesis inhibition counterscreen | max response, % | hit rate 12% among 300,000; in the data active means max response mostly above about 13%, no sharp cut-off; inactive means mostly below about 14%; further: read at 38.3 µM for the half of the compounds with a filed dose; 0% is about no effect
* marks the source's active call; other numbers are inactive results; i = inactive; ? = inconclusive; . = no result given; & = joins results of further samples; [ ] = another dose, or the depositor's remark. Unless noted, the call rests on the fitted dose curve; in most records, active means well fitted curve in the direction sought with a large enough effect; inconclusive means small, poorly fitted or top-dose-only effect, or another doubt; inactive means no such curve, though single readings can be large; an effect the other way counts as inactive or inconclusive.

cpd	Compound	Shiga toxin inh	Pf growth 48h	FBPA Giardia inh	HCV inh	Pf growth 96h	Cycloheximide cs
1	Cc1ccc(NCc2ccccc2OCc2ccccc2F)cc1	27*	.	-11%	1%	?	18*
2	COc1ccc(NC(=O)COc2ccccc2)cc1Cl	.	6%	-1%	?	?	13
3	Cc1nc(NS(=O)(=O)c2ccccc2)sc1C(=O)NNS(=O)(=O)c1ccccc1	-9	6%	-23%	16%	-23%	-6
4	O=C(Nc1ccc(Cl)cc1)c1ccc(-n2cncn2)c([N+](=O)[O-])c1	-9	?	-12%	-1%	?	13
5	CC(=O)OCc1c(C(F)(F)F)nn(C)c1Oc1ccccc1	-3	0%	12%	-1%	17%	-4
6	Cc1cc(NO)c(C(C)C)cc1N=O	-5	-11%	8%	?	3%	-1
7	CCCCn1c(N)c(N(CCOC)C(=O)c2ccc(C)o2)c(=O)[nH]c1=O	.	3%	.	10%	11%	.
8	Cc1c(/C=N/Nc2nc3ccccc3[nH]2)c2ccccc2n1C	76*	0.52µM*	-21%	?	0.47µM*	24*

Fetched one by one from the list above:
cpd	Compound	Shiga toxin inh	Pf growth 48h	FBPA Giardia inh	HCV inh	Pf growth 96h	Cycloheximide cs
7	CCCCn1c(N)c(N(CCOC)C(=O)c2ccc(C)o2)c(=O)[nH]c1=O	.	3%	.	10%	11%	.
2	COc1ccc(NC(=O)COc2ccccc2)cc1Cl	.	6%	-1%	?	?	13

(further entries)
cpd	Compound	Shiga toxin inh	Pf growth 48h	FBPA Giardia inh	HCV inh	Pf growth 96h	Cycloheximide cs
9	CCN(CC)C(=O)CSc1nnc(-c2cc(-c3ccc(Cl)cc3)nc3ccccc23)o1	-4	42%[activator]	5%	2%	58%[activator]	7
10	CCC1(c2ccccc2)NC(=O)N(CC(=O)Nc2ccc3c(c2)OCO3)C1=O (stereo unspecified)	-7	8%	0%	-5%	-4%	-2
11	CCNC(=O)C1CCCN1S(=O)(=O)c1ccc2ccccc2c1 (stereo unspecified)	-6	8%	.	-4%	-10%	4
12	O=C(Cn1cnc2c(nnn2-c2ccccc2)c1=O)N1CCC(Cc2ccccc2)CC1	-10	?	7%	14%	-13%	-2
13	CCC1=C/C(=C/c2sc3ccccc3[n+]2CC)CC(C)(C)C1	6	?	-27%	?	15%	-6
14	Cc1cccc(C(=O)Nc2cc(S(=O)(=O)N3CCOCC3)ccc2N2CCCC2)c1	.	?	.	?	?	.
15	COc1ccc2cc1Oc1ccc(cc1)C[C@H]1c3cc(c(OC)cc3CCN1C)Oc1c(OC)c(OC)cc3c1[C@H](C2)N(C)CC3	-4	2.1µM*	0%&1%	?	2.1µM*	-3
16	CCCCC(NC(=O)Cc1c(C)c2cc3c(-c4ccccc4)coc3c(C)c2oc1=O)C(=O)O (stereo unspecified)	-5	46%[activator]	6%	-3%	-22%	14
17	COC(=O)C1=C[C@@H](C(=O)OC)[C@@H]2C3=C(C(=O)[C@@]2(CC(C)C)NC(=O)c2ccccc2)[C@H](C)n2c(=O)n(-c4ccccc4)c(=O)n2[C@@H]3C1	0	.	-9%	.	.	-5
18	O=C(Nc1nnc(CCN2CCCCC2)s1)C1CCCCC1	-2	7%	-13%	11%	13µM*	-3
19	COC(=O)C1=C(C)N(C(C)c2ccccc2)C(=O)C1 (stereo unspecified)	-9	-5%	-6%	3%	-11%	-5
20	Cc1ccc(NS(=O)(=O)c2ccc3c(c2)CC(=O)N3)c(C)c1	1	15%	4%	9%	16%	1
21	CCOc1ccc(S(=O)(=O)N2CCN=C2c2ccccc2)c(C)c1C	-14	-20%	.	3%	-27%	-2
22	C[C@@]12C(=O)N(c3ccc(F)cc3)C(=O)N1[C@@H]1c3ccccc3OC[C@@H]1[C@H]2c1ccccc1	13	?	-8%	?	?	-4
23	CN(C(=O)CSc1nnc(-c2ccco2)n1C)C1CCCCC1	.	?	.	17%	-7%	.
24	O=C1NC(=O)C(CC(=O)N(Cc2ccco2)C2(C(=O)NC3CCCC3)CCCCC2)N1 (stereo unspecified)	-18	-27%	8%	-21%	15%	1
25	CC(=O)N1CCOc2ccc(S(=O)(=O)N3CCN(c4cccc(C(F)(F)F)c4)CC3)cc21	-4	?	-8%	?	?	-4
26	CCOc1ccc(-n2c(-c3ccco3)n[nH]c2=S)cc1	-15	0%	-2%	0%	?	-4
27	CCC(C)[C@H]1CNC(=S)N1CCc1cc(C(F)(F)F)cc(C(F)(F)F)c1 (stereo partly specified)	-5	?	-10%	-13%	?	1
28	CCN1C(=O)/C(=C\c2cccn2-c2ccc([N+](=O)[O-])cc2)N(CC)C1=S	-7	8%	4%	6%	-3%	-1
29	COc1cccc(N2C(N)=NC(N)=NC2(C)C)c1	-9	0.13µM*	-4%	-13%	-19%	1
30	CC(=O)Nc1ccccc1OCC(=O)N(Cc1ccccc1)C(C)C	-9	-20%	6%	16µM*	?	-1
31	O=C(CSc1nnc(-c2cccs2)n1-c1ccccc1)N1CCCC1	-9	1%	3%	10%	9.3µM*	-6
32	Cc1cc(-c2ccccc2)n2nc(C)c(C#N)c2n1	-16	7%	0%	?	41%[activator]	2
33	COc1cc(NC(=O)C2CCCN2C(=O)OCc2ccccc2)cc(OC)c1 (stereo unspecified)	-11	7.4µM*	-1%	?	0%	-3
34	CC1(C)Cc2nc3sc(C(=O)O)c(N)c3cc2CS1	54	?	-3%	.	21%	8
35	CCCCN(C(=O)c1cc(-c2ccco2)nc2ccccc12)c1c(N)n(CCCC)c(=O)[nH]c1=O	.	?	.	-2%	?	.
36	COc1ccc(-c2c3c(=O)n(C)c(=O)n(C)c3cn2N2CCOCC2)cc1	-8	-1%	-1%	8%	-2%	-2
37	COC(=O)Cc1cc(=O)n(-c2nc3ccccc3s2)[nH]1	-1	16%	15%	9%	0%	-1
38	CN(C)C(=O)Oc1ccc(Br)c2ccccc12	-4	13%[5.75 µM]	-11%	-21%	?	-3
39	Cn1cnnc1Sc1ccc(/C=C(\CCC(=O)O)c2nc3ccccc3s2)cc1[N+](=O)[O-]	13	35%[activator]	18%	13%	60%[activator]	-1
40	O=[N+]([O-])c1ccc(N=Nc2c(Cl)cc(O)cc2Cl)cc1	111*	?	1%	5µM*	?	29*
41	Cc1ccc(C(=O)O/N=C(/c2nonc2N)N(C)C)cc1	-13	?	0%	10%	?	9
42	COc1cccc(NC(=O)C(Sc2nnc3ccccn23)c2ccccc2)c1 (stereo unspecified)	-2	4%	-1%	7%	10%	-3
43	O=S(=O)(c1ccc(F)cc1)N1CCN(Cc2ccccn2)CC1	12	0%	-11%	27%	?	-3
44	FC(F)(F)c1cnc(Oc2ccccc2-c2nnc(-c3ccc(Cl)cc3)o2)c(Cl)c1	6	4.1µM*	-14%	?	.	14*
45	CC(C)NC(=O)C(=O)NC1CCCCCC1	16	.	1%	6%	-5%	-6
46	CCOc1ccc(NC(=O)CN2CCN(CC(=O)Nc3ccc(OC)cc3)CC2)cc1	-4	?	6%	-5%	-12%	-2
47	CCOC(=O)c1c(NC(=O)CCC(=O)NCc2ccco2)sc2c1CCCC2	-5	-7%	0%	?	21%	8
48	O=c1c2cccnc2[nH]c(=S)n1CCC1=CCCCC1	-17	34%[activator]	7%	3%	?	1
49	O=C(O)c1cccc(-c2nnn(Cc3ccccc3Cl)n2)c1	96*	.	?	17%	i	41*
50	S=C(c1ccc(N2CCOCC2)cc1)N1CCOCC1	13	23%	-10%	12%	52%[activator]	2
51	C=CCn1c(Cc2csc(N)n2)nnc1SCC(=O)OCC	-2	4%	-10%	1%	.	-3
52	COc1ccc(CN2CCn3ncc(C(=O)Nc4cc(C)cc(C)c4)c3C2=O)cc1	-12	?	2%	-12%	?	-2
53	CN(C)Cc1c(O)ccc2occ(C(O)c3ccccc3)c12 (stereo unspecified)	57	-83%	1%	-9%	?	18*
54	COc1ccc(S(=O)(=O)N(C)c2ccc(C(=O)NCc3ccccn3)cc2)cc1OC	-16	-3%	.	8%	-9%	1
55	Cc1nn(Cc2ccccc2)c(Cl)c1C(=O)NC(C)(C)C	-46	5%	7%	2%	2%	10
56	CC(C)(CNC(=O)Cc1ccc(Cl)cc1Cl)N1CCCCC1	10	-4%	2%	?	-24%	0
57	CCC(C(=O)Nc1nc(C)cs1)c1ccccc1 (stereo unspecified)	-3	-23%	-3%	-2%	.	-2
58	CN1CCN(S(=O)(=O)c2cccc(C(=O)N(C)Cc3cccs3)c2)CC1	.	-19%	.	1%	?	.
59	CCOCCOC(=O)C1=C(C)N(C)C(=O)NC1c1cc(Cl)c(O)c(OC)c1 (stereo unspecified)	-10	?	-7%	6%	0%	-2
60	Cc1sc(NC(=O)c2cccc([N+](=O)[O-])c2)c(C(N)=O)c1-c1ccc(C(C)(C)C)cc1	50	20%	2%	2%	6%[5.75 µM]	13
61	CC(C)(C)n1nc2c(c1NC(=O)CCCc1ccccc1)CS(=O)C2 (stereo unspecified)	-10	.	4%	22%	?	-4
62	c1ccc2cc(Cn3ccnc3)ccc2c1	-5	2%	-5%	5%	?	2
63	Cc1ccc(N(Cc2cc(=O)[nH]c3ccccc23)C(=O)C(C)C)cc1	1	-12%	4%	-10%	3%	2
64	Nc1nonc1C(=O)NC(c1ccccc1)c1ccccc1	-31	-6%	1%	-1%	.	-1

More compounds:
cpd	Compound	Shiga toxin inh	Pf growth 48h	FBPA Giardia inh	HCV inh	Pf growth 96h	Cycloheximide cs
65	O=C(C1=C[C@@H](C2CCCCC2)C[C@@H](OCCCCO)O1)N1CCN(Cc2ccc3c(c2)OCO3)CC1	-5	?	0%	-7%	6.6µM*	-2
66	O=c1cc(Cl)[nH]c(=O)n1Cc1ccc(F)cc1	-12	-3%	.	4%	?	-6
67	CCCc1cc(=O)n2[nH]c(Cc3ccccc3)nc2n1	-2	4%	?	-11%	?	2
68	CC12CCC(C(=O)Nc3cc(F)ccc3F)(CC1=O)C2(C)C (stereo unspecified)	-8	15%	3%	14%	50%[1.15 µM]	-1
69	CCn1c2ccccc2c2cc([N+](=O)[O-])ccc21	-4	?	-7%	?	4%	-3
70	CCOc1ccc(CC2NCCc3cc(OCC)c(OCC)cc32)cc1OCC (stereo unspecified)	-18	12µM*	-3%	6.3µM*	?	0
71	CCNC(=O)COC(=O)/C=C/c1c(C)nn(Cc2cccc(OC)c2)c1Cl	16	?	27%	-4%	-7%	-2
72	CN(c1ccccc1)c1nc(N)c([N+](=O)[O-])c(Nc2cccc(F)c2)n1	3	?	1%	?	?	-1
73	COc1ccc(NC(=S)Nc2ccccc2)cn1	4	-10%	-5%	-2%	15%	-2
74	CS(=O)(=O)c1cccc(NC(=O)CSc2nnc3n2CCCCC3)c1	.	-28%	.	-11%	?	.
75	Cc1ccc(NC(=O)COC(=O)c2ccnn2C)cc1	93	28%	1%	?	?	32*
76	COC(=O)N/N=C(\CCC(=O)O)c1cccs1	14	15%	8%	3%	2%	15*
77	CCCn1c(=N)c(S(=O)(=O)c2ccc(F)cc2)cc2c(=O)n3ccccc3nc21	1	?	.	3%	?	-3
78	COC(=O)C1=C(O)C(C(=O)OC)C(c2ccc(C)cc2)C(C#N)(C#N)C1c1ccc(C)cc1 (stereo unspecified)	-6	?	-2%	?	?	-2
79	COC(=O)[C@@]1(Cc2ccc(OC)cc2)[C@H]2c3cc(C(=O)N4CCCC4)n(CCn4cc([N+](=O)[O-])nc4C)c3C[C@H]2CN1C(=O)c1ccccc1	-4	?	4%&-4%	2%[8.37 µM]	0.59µM*	-2
80	O=C1CCCc2[nH]nc(-c3cccnc3)c21	19	.	-2%	8%	37%[activator]	7
81	O=C(c1cc(-c2ccccc2)on1)N1CCc2ccccc2C1	-6	26%	-1%	11%	?	-1
82	Cc1ccc(C)c(NC(=O)Cn2c([N+](=O)[O-])cnc2C)c1	-6	7%	2%	9%	5%	2
